Vif-APOBEC3G blk = qHTS for Inhibitors of Vif-A3G Interactions: qHTS | DNA dC->dU-editing enzyme APOBEC-3G (Homo sapiens), Q9HC16 | HeLa A3G-eYFP + Vif (tagged APOBEC3G with the HIV-1 protein that degrades it), YFP fluorescence, overnight | Potency, µM (series often up to 46.1 µM), inactives show at the highest dose activity, negative = active, most hits filed as inhibitors | actives 0.076% (n = 410,000) | AID 602310, 2012;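 further: potency means the concentration at half of the fitted maximal effect; on the % scale 0 is the no-effect control and ±100 the full control effect; nearly all actives have a fitted effect of over 60% in size; hits raise eYFP signal because A3G escapes Vif-driven loss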
Target sequence (Q9HC16 whole entry, looked up): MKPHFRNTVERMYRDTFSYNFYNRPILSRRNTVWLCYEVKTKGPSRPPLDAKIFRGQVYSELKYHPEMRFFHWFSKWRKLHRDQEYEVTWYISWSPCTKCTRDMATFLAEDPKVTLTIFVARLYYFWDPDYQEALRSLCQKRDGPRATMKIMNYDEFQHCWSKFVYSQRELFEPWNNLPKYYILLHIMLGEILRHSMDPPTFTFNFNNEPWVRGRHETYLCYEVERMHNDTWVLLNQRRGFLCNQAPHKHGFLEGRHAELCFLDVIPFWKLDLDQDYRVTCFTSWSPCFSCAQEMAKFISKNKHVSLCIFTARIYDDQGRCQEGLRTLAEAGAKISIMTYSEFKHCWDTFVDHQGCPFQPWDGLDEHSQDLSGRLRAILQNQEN
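Read-out is eYFP fluorescence (Ex 488/Em 500-530) from Vif-expressing HeLa A3G-eYFP cells; more signal means A3G escaped Vif-mediated degradation. Cells plated overnight, compound pinned in, incubated overnight at 37 deg C.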
GRP78 ERSR act = qHTS for Inducers of the Endoplasmic Reticulum Stress Response (ERSR) in Human Glioma: qHTS | U87-MG GRP78 promoter luciferase reporter, 16 h | Potency, µM, without a hit: at the highest dose activation, usual class: activators | actives 0.02% (n = 420,000) | AID 602332, 2012; further: potency means the concentration at half of the fitted maximal effect; series mostly up to about 76 µM; % of control where 0% means no effect; nearly all actives have a fitted effect of over 35% in size
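ERSR induction read as luciferase luminescence (Bright-Glo, 10 min at room temperature) in stably transfected human U87-MG glioma cells exposed to compounds for 16 h, using GRP78 as sensor.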
Vif-A3F inh = qHTS for Inhibitors of Vif-A3F Interactions: qHTS. HeLa A3F-eYFP + Vif (tagged APOBEC3F with the HIV-1 protein that degrades it), YFP fluorescence increase. Potency, µM (doses to about 46.1 µM), without a hit: at the highest dose activity, negative = active. actives 0.2% (n = 390,000); further: potency means the concentration at half of the fitted maximal effect; % of control where 0% means no effect; nearly all actives have a fitted effect of over 65% in size
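Fluorescence increase (Ex 488/Em 500-530) after overnight compound treatment at 37 deg C flags inhibition of Vif-driven A3F-eYFP loss in stable HeLa A3F-eYFP/Vif cells seeded overnight beforehand.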
D2 ag = HTS Assay for Allosteric Agonists of the Human D2 Dopamine Receptor: Primary Screen for Agonists | AID 485358, 2010 | activation, % at 2 µM | actives 0.53% (n = 340,000) | HEK293 T-REx D2 cells, calcium flux agonist mode;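 active means activation over 3 SD above normal in the single-dose calcium agonist read, cut at about 30% in these data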; further: 0% is about no effect
Target sequence (P14416 whole entry, looked up): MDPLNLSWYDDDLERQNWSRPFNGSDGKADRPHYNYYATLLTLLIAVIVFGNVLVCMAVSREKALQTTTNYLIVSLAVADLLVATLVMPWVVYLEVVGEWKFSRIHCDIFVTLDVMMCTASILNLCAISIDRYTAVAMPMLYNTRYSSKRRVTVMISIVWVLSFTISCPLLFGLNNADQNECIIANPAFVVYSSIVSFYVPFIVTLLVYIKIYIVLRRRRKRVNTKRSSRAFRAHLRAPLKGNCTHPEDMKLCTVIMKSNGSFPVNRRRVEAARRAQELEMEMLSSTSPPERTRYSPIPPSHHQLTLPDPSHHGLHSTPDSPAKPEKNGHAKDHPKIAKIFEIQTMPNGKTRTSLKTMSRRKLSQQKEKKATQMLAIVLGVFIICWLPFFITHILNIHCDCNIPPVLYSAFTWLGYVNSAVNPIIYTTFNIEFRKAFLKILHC
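Tetracycline-induced HEK293 T-REx cells with force-coupled D2 receptor, plated overnight at 30 C, loaded with no-wash calcium dye. After a 10 s baseline, compound was pin-added and calcium flux read kinetically for 180 s; calcium rises flagged agonists.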
D2 antagonist = HTS Assay for Allosteric Antagonists of the Human D2 Dopamine Receptor: Primary Screen for Antagonists | D(2) dopamine receptor (Homo sapiens), P14416 | HEK293 TREx D2 cells, calcium flux, dopamine EC80 | inhibition, % at 10 µM | actives 2% (n = 340,000); in the data active means inhibition above about 30%; further: 0% is about no effect
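Tetracycline-induced HEK293 TREx cells expressing D2 receptor forced-coupled to calcium signalling, loaded with no-wash calcium dye. Compounds added and calcium flux read 180 s, then dopamine added at EC80 and read a further 180 s.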
ALOX12 inh = Primary qHTS assay for inhibitors of human arachidonate 12S-lipoxygenase (ALOX12): Round 2; Polyunsaturated fatty acid lipoxygenase ALOX12 (Homo sapiens), P18054; purified 12hLO, xylenol orange hydroperoxide absorbance; Potency, µM (titrated, usually from 108 µM), for inactives: at the top dose activity change, negative = inhibition, hits mostly inhibitors; AID 1671190, 2021; actives 1.1% (n = 580,000); further: potency means the concentration at half of the fitted maximal effect; on the % scale 0 is the no-effect control and ±100 the full control effect
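Purified human 12hLO (150 nM final) in 25 mM Hepes, 0.01% Triton X-100, pH 7.0 was preincubated 15 min at room temperature with compound. Then 40 uM arachidonic acid was added, 30 min. Hydroperoxide was read by Fe-XO absorbance ratio 573/405 nm.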
LDHA inh = qHTS assay for inhibitors of human lactate dehydrogenase; purified LDHA, NADH/diaphorase-resazurin fluorescence; hits give low values; AID 1347041, 2019; activity change, % (values are at about 110 or 230 µM); L-lactate dehydrogenase A chain (Homo sapiens), P00338; actives 0.15% (n = 480,000); in the data active means activity change below about -30%; inconclusive means mostly about -25% to -30%;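 further: plate controls were DMSO wells for no effect and wells without enzyme for full effect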
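LDH5 2 nM; NADH 0.06 mM, pyruvate 0.2 mM; 200 mM Tris pH 7.4, EDTA, Tween-20; 5 min RT. Detection: diaphorase 0.133 mg/mL + resazurin 37 µM, fluorescence ex540/em590 at 0 and 20 min; normalized to enzyme-free and DMSO wells.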
RGS4 inhibitor = Inhibitors of Regulator of G Protein Signaling (RGS) 4: qHTS; Potency, µM (doses to about 114 µM), inactives show at the highest dose activity change, negative = inhibition, most hits filed as inhibitors; Regulator of G-protein signaling 4 (Homo sapiens), P49798; AID 504845, 2011; Transcreener GDP fluorescence polarization, RGS4-accelerated GTP hydrolysis; actives 0.039% (n = 390,000); further: potency means the concentration at half of the fitted maximal effect; on the % scale 0 is the no-effect control and ±100 the full control effect; nearly all actives have a fitted effect of over 75% in size; some results filed as inactive show a strong effect at the top dose
Target sequence (P49798 whole entry, looked up): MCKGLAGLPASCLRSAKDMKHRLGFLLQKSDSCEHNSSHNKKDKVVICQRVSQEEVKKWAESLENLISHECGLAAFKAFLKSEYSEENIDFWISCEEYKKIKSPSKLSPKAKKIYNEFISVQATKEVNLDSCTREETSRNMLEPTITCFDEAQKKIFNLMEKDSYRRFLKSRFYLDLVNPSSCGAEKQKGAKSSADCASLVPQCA
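MLSMR compounds (23 nl, pin-transferred) preincubated 10 min at room temperature with a 500nM (2x) first reagent, then RGS4 at 900nM (2x) plus Transcreener GDP mix added; fluorescence polarization (620/688 nm) read before and after 90 min at 30 °C.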
ERG Ets-DNA blk = qHTS for Small Molecule Inhibitors of the ERG Ets/DNA interaction. Potency, µM (series often up to 76.9 µM), for inactives: top-dose FP activity, negative = inhibition, hits mostly inhibitors. fluorescence polarization, His-ERG Ets domain / labelled DNA. actives 0.028% (n = 370,000). AID 624246, 2012. Transcriptional regulator ERG (Homo sapiens), P11308; active means well fitted inhibition curve with a large enough effect in the polarisation, with a control signal flat; inconclusive means small, poorly fitted or top-dose-only effect, or effect the other way, or a change in a side signal; inactive means no such curve, though single readings can be large or run the other way; the % refers to the polarisation;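 further: polarization taken with two DNA probes labelled with fluorescein and Texas red; potency means the concentration at half of the fitted maximal effect; % of control where 0% means no effect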
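His-tagged ERG Ets domain (1 uM in the protein solution; 300mM KCl, 50mM Tris-HCl, 1mM EDTA, 1mM DTT, pH 7.5) received compound, then a probe mix of 5 nM fluorescein-DNA and 100nM Texas-615-DNA. Fluorescence polarization was read for both dyes.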
Numbers without * were called inactive; ? = inconclusive; · = not tested or not shown; & = joins results of further samples; [ ] = another dose, or the depositor's remark. Unless noted, the call rests on the fitted dose curve; in most records, active means well fitted curve in the direction sought with a large enough effect; inconclusive means small, poorly fitted or top-dose-only effect, or another doubt; inactive means no such curve, though single readings can be large; an effect the other way counts as inactive or inconclusive. These rows are one share of the data; count on the stated rates, not on these rows.

Order of values – Vif-APOBEC3G blk | GRP78 ERSR act | Vif-A3F inh | D2 ag | D2 antagonist | ALOX12 inh | LDHA inh | RGS4 inhibitor | ERG Ets-DNA blk
- Cc1cc(NC(=O)C(C)SCC(=O)OC(C)C(=O)Nc2ccccc2C)no1 (centres undefined)
 : 0% | 1% | -5% | 0.6 | 14 | 0% | -2 | 29% | -4%
- CN(C)c1ccc(N2[C@@H](CC(=O)O)c3cc(C(F)(F)F)ccc3S2(=O)=O)cc1
 : -10%&1% | -1%&-1% | -6% | · | · | ? | 6 | 1% | 8%
- O=C(Nc1ccsc1C(=O)O)c1cccc(C(F)(F)F)c1
 : -20% | -1% | -3% | -2.6 | -6 | 0% | -4 | 7% | -3%
- O=C(CC(=O)N/N=C/c1ccc(C(=O)O)cc1)NCCc1ccccc1
 : 3% | -1% | 0% | 0.1 | 3 | 27% | 2 | -7% | -12%
- COc1cccc(CNc2nc3ccc(C)cc3n3cnnc23)c1
 : 1% | -3% | -17% | 0.1 | 12 | 0% | -1 | -33% | 6%
- c1ccc(COc2ccc(OCCCCN3CCCCC3)cc2)cc1
 : 1% | 6% | 4% | 0.3 | -15 | ? | -12 | -9% | -7%
- Cc1cc(F)ccc1N1CCC(N2CCN(CCC(C)C)C(CCO)C2)CC1 (centres undefined)
 : 0% | -4% | 1% | 0.0 | -8 | 0% | -7 | -2% | 18%
- CC(C)(C)OC(=O)N1CCC(c2c(C(=O)O)cnn2-c2ccc(F)cc2F)CC1
 : -3% | -1% | 2% | -0.6 | · | -22% | 1 | 1% | 4%
- Cc1ccc(OCc2cc(C(=O)N(C)Cc3cc(C4CC4)n[nH]3)no2)cc1C
 : 4% | 0% | 1% | -1.2 | 3 | -1% | 0 | -23% | -10%
- O=C(NCCN1CCN(C(=O)c2ccc(Br)cc2)CC1)c1ccc(Br)cc1
 : 1% | 4% | 3% | · | · | 0%&-6% | -3&9 | -1% | -6%
- O=[N+]([O-])c1ccc(Oc2cccc(F)c2)c2ccncc12
 : -11% | -4% | 14% | 0.3 | 3 | 0% | 1 | 0% | -1%
- CC1(C(=O)Nc2ccc3c(c2)OCCO3)CCN1Cc1ccc2ccccc2c1 (centres undefined)
 : -14% | -2% | · | · | · | 4% | 1 | · | ·
- CCOC1=C2[C@@H](CN(S(=O)(=O)c3ccc(C)cc3)[C@H]2c2ccccc2Cl)[C@H]2C(=O)N(C)C(=O)[C@H]2C1
 : -1% | -3% | · | · | · | -2% | -11 | · | ·
- COc1cc(CNCCNC(=O)c2nonc2N)ccc1OCc1ccc(Cl)nc1
 : 2% | -1% | 1% | 0.2 | 14 | -12% | -3 | -14%[11.4 µM] | 6%
- CC(C)Oc1cc(NC(=O)CS(=O)(=O)CC(=O)N(C)C)c(Cl)cc1Cl
 : 1% | -1% | -11% | -0.4 | -1 | ? | -14 | -23% | 3%
- CC(=O)NCc1nc2cccnc2n1Cc1ccccc1
 : -6% | -3% | 11% | 0.9 | · | -18% | 0 | -15% | -4%
- CCn1c(SCC(=O)N2CCC(C)CC2)nc2c([nH]c3ccccc32)c1=O
 : 1% | 3% | -7% | · | · | -6% | 1 | · | ·
- CCOC(=O)c1cc2c(ccn2C)n1CC(=O)N1CCN(c2ccccc2)CC1
 : -9% | -2% | 0% | · | · | -2% | 8 | -26% | ·
- O=C(Nc1cccc(-c2cccc(F)c2)c1)C1CCN(Cc2ccco2)CC1
 : -1% | -1% | 2% | -0.8 | 56* | 0% | -2 | 10% | -6%
- N#Cc1ccc(Nc2nc(-c3ccc(O)cc3O)cs2)cc1C(F)(F)F
 : ? | -10% | -1% | 0.0 | 6 | · | 5 | -26% | 13%
- O=S(=O)(Cc1ccccc1)N1CCC(N2CCN(c3ccccc3)CC2)CC1
 : 2% | -1% | -6% | 83* | 89* | -13% | -8 | -14% | 2%
- COc1ccccc1/C(O)=C(\C#N)c1nc2ccccc2[nH]1
 : -3% | -2% | 8% | -0.2 | 5 | 4% | -12 | -44% | -7%
- COc1cccc(CNC(=O)COC(=O)c2c(C)nn(-c3ccccc3)c2Cl)c1
 : -2% | -3% | 10% | -1.9 | 7 | 367%[activator] | -4 | -29% | ·
- COc1ccc2nc(-c3ccccc3)[nH]c2c1
 : -6% | -5% | 0% | 0.8 | -2 | 0% | -10 | 29% | -6%
- COc1ccc(C(=O)Nc2ccc(C)c(S(=O)(=O)N3CCCCCC3)c2)cc1
 : 1% | -6% | -3% | · | · | 0% | -1 | 5% | 7%
- CCOc1ccc(N2C(=O)CS(=O)(=O)C23C(=O)N(Cc2cccc(Cl)c2)c2ccccc23)cc1 (centres undefined)
 : 2% | -5% | -2% | 0.6 | · | -27% | -2 | 14% | 4%
- CCCCC/C=C\C/C=C\C/C=C\CCCCC(=O)O
 : 2% | -2%&-2%&-4% | 1% | -0.1 | 28 | ? | -4 | ? | -4%
- COc1ccc(Br)cc1CN(C)C(=O)C1CC(=O)N(C2CCCC2)C1 (centres undefined)
 : -1% | -5% | 1% | · | · | ? | -4 | -29% | -4%
- C(=N\N1CCOCC1)/c1ccsc1
 : 1% | 7% | -3% | 1.0 | 7 | -16% | -8 | 9% | -8%
- N#CC1=C(SCC(=O)c2ccc(Br)cc2)NC2=C(C(=O)CCC2)C1c1ccco1 (centres undefined)
 : -20% | -7% | -14% | 0.0 | 2 | ? | -5 | -38% | 4%

Among those listed so far, five contain a COOH group:
Order of values – Vif-APOBEC3G blk | GRP78 ERSR act | Vif-A3F inh | D2 ag | D2 antagonist | ALOX12 inh | LDHA inh | RGS4 inhibitor | ERG Ets-DNA blk
- CN(C)c1ccc(N2[C@@H](CC(=O)O)c3cc(C(F)(F)F)ccc3S2(=O)=O)cc1
 : -10%&1% | -1%&-1% | -6% | · | · | ? | 6 | 1% | 8%
- O=C(Nc1ccsc1C(=O)O)c1cccc(C(F)(F)F)c1
 : -20% | -1% | -3% | -2.6 | -6 | 0% | -4 | 7% | -3%
- O=C(CC(=O)N/N=C/c1ccc(C(=O)O)cc1)NCCc1ccccc1
 : 3% | -1% | 0% | 0.1 | 3 | 27% | 2 | -7% | -12%
- CC(C)(C)OC(=O)N1CCC(c2c(C(=O)O)cnn2-c2ccc(F)cc2F)CC1
 : -3% | -1% | 2% | -0.6 | · | -22% | 1 | 1% | 4%
- CCCCC/C=C\C/C=C\C/C=C\CCCCC(=O)O
 : 2% | -2%&-2%&-4% | 1% | -0.1 | 28 | ? | -4 | ? | -4%

Next part
Order of values – Vif-APOBEC3G blk | GRP78 ERSR act | Vif-A3F inh | D2 ag | D2 antagonist | ALOX12 inh | LDHA inh | RGS4 inhibitor | ERG Ets-DNA blk
- O=C(NNC(=O)c1ccccc1F)C1=NN(c2ccccc2)C(=O)CC1
 : -5% | 0% | 0% | 0.0 | 21 | 0% | -3 | 3% | 7%
- O=C(CSc1n[nH]c(=O)n1-c1cccnc1)Nc1ccccc1
 : -4% | -4% | -8% | 0.3 | -8 | 0% | -4 | 29% | 0%
- CC1CN=C(N(C(=O)Nc2ccccc2)C(C)c2ccccc2)S1 (centres undefined)
 : 1% | 7% | 5% | 0.0 | -2 | ? | -8 | -7% | -4%
- COc1ccc(C(=O)NC(C)c2nnc(SCC(=O)Nc3nc4ccccc4s3)n2C)cc1 (centres undefined)
 : -9% | 1% | -5% | -0.4 | -14 | 145%[activator] | -4 | -19% | 6%
- CCOC(=O)C1(CCOC)CCN(C/C=C/c2ccccc2OC)CC1
 : 0% | -1% | 1% | · | · | 13% | -1 | 31% | 3%
- CN(CC(=O)NC1CCN(Cc2ccccc2)CC1)S(=O)(=O)c1ccc2c(c1)c(=O)n(C)c(=O)n2C
 : 0% | -1% | 3% | -0.1 | 19 | 0% | -6 | 21% | -3%
- Cc1ccc(C(=O)CN(C(=O)c2ccc(Cl)cc2)N2C(=O)c3ccccc3C2=O)cc1
 : -2% | -2% | -2% | -0.7 | -7 | -28% | -4 | 12% | 11%
- CC(=O)c1nc(N2C(=O)CC(Cc3cccc(C)c3)C2=O)sc1C (centres undefined)
 : 1% | -5% | -3% | 1.7 | 5 | 1% | -6 | -15% | 1%
- O/N=C/c1cc(Br)ccc1OCc1ccc(F)cc1
 : -11% | -5% | · | · | · | 0% | -4 | ? | 4%
- CCC(=O)Nc1ccccc1C(=O)N1CCOCC1
 : 1% | -1% | 5% | -0.6 | -1 | -2% | -1 | -22% | 3%

Assay outcomes deposited in PubChem BioAssay by National Center for Advancing Translational Sciences (NCATS).
